FBW7 activator – activators of human E3 ligase FBW7. AlphaScreen FBW7–phospho-cyclin E peptide binding, activator screen. normalized activity (activation), % at 26.1 µM. hit rate 0.13% among 650,000; in the data active = normalized activity above about 1.9%;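 note: purified mutant Fbw7 with reduced substrate affinity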
GPR151 activ – activators of human GPR151 | activation, % at 11.2 µM | Q8TDV0 | hit rate 1% among 650,000 | PathHunter beta-arrestin GPR151 cells, luminescence; in the data active = activation above about 4.9%;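 note: 0% = median of compound wells and 100% = cells with positive control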
Target sequence (Q8TDV0 whole entry, looked up): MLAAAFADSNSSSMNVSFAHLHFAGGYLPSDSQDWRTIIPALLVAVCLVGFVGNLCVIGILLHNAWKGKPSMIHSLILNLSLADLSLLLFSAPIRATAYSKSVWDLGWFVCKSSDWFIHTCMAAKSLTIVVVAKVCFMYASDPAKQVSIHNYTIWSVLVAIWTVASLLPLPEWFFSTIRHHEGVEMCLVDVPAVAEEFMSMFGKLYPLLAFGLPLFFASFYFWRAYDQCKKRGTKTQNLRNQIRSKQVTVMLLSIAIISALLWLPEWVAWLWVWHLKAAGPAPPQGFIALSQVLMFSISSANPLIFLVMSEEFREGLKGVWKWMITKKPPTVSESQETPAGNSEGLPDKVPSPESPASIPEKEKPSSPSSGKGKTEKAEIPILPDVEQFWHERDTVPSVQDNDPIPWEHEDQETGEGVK
TEAD-YAP inh – TEAD-YAP interaction inhibition; inhibition, % at 9.12 µM; HEK-TIYL cells, TEAD-Gal4/YAP UAS-luciferase luminescence; AID 1259422; hit rate 1.4% among 640,000; in the data active = inhibition above about 32%;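 note: 0% = median of test compound wells and 100% = reference inhibitor wells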
MITF primary – inhibitors of human MITF | O75030 | AlphaScreen MITF homodimerization, bead proximity signal | inhibition, % at 2.6 µM | hit rate 0.91% among 650,000; in the data active = inhibition above about 50%;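 note: 0% = vehicle wells with protein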
Target sequence (O75030 whole entry, looked up): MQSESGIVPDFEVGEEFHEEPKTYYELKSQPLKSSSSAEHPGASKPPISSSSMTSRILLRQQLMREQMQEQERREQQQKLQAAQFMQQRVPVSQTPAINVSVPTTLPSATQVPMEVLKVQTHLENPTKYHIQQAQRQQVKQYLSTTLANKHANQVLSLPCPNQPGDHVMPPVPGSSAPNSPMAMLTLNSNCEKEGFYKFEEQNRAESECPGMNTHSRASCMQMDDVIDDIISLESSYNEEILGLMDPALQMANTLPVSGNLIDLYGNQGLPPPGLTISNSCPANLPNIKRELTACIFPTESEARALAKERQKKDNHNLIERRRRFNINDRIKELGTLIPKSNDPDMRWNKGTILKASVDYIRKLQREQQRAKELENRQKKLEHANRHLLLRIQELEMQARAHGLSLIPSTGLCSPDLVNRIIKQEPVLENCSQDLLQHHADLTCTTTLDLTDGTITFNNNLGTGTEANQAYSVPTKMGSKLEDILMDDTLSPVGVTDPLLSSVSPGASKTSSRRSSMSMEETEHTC
Active calls of the source: *; & = joins results of further samples. Compounds as they come. About 3.4% of those tested had a hit in this group.

SMILES	FBW7 activator	GPR151 activ	TEAD-YAP inh	MITF primary
CCc1nc(SCC(=O)O)c(C#N)c2c1CCCC2	0.0	-2.4	12	-5
CC(=O)NNC(=O)c1cc2sccc2nc1C(F)(F)F	0.0	-1.2	-8	0
CCOc1cc(C)c(S(=O)(=O)NC2CCCCC2)cc1C	0.1	-1.7	-1	-7
CCCc1[nH]nc2c1C(c1cccs1)C(C#N)=C(N)O2 (stereo not drawn)	0.0	1.2	16	10
CS(=O)(=O)N(CC(=O)N1CCN(c2ccccc2)CC1)c1ccc2c(c1)OCO2	-0.1	0.5	-9	-2
O=C(COc1ccc(F)cc1)NCC1(c2ccc(F)cc2)CC1	0.1	1.3	-12	-19
COc1cc(CN2CCN(S(=O)(=O)c3ccc(F)cc3)CC2)ccc1OCc1ccccc1	0.2	0.3	-7	50
COc1ccc2c(c1)CCc1c(C(=O)NCc3ccco3)noc1-2	0.5	2.2	-47	14
Cc1cc2cc(CNC(=O)Nc3ccc(Cl)cc3)ccc2[nH]1	-0.1	-0.5	-30	3
O=C(Cc1ccccc1)NCCCNC(=O)Cc1ccccc1	-0.1	0.5	-15	1
COc1ccccc1N1CCN(C(=O)c2ccc(N3CC4CC(C3)c3cccc(=O)n3C4)c(NC(=O)c3cccc(C(F)(F)F)c3)c2)CC1 (stereo not drawn)	0.0	0.3	-1	4
CCN1C(=O)c2cccc3c(S(=O)(=O)Nc4ccc(Cl)cc4)ccc1c23	0.2	1.7	9	7
COc1ccc(Cn2c(O)c(/C=N/c3nc(C)ccc3C)c3ccccc3c2=O)cc1	-0.1	0.9	2	-8
O=C1NC(=Nc2ccccc2Cl)SC1(CO)CO	0.1	0.7	-1	16
COc1ccccc1OCC(=O)OCC(=O)c1ccc(Cl)s1	0.1	1.9	6	-3
CCOC(=O)c1sc(NC(=O)c2sc3cc(Cl)ccc3c2Cl)nc1C	0.4	-1.0	0	19
Clc1ccccc1-c1cc2ccccn2c1	0.4	-0.8	5	9
O=C(O)CCC(=O)N1CCC(O)(c2ccc3c(c2)OCO3)CC1	0.2	0.2	-2	-1
O=[N+]([O-])c1ccc(NCc2ccccc2)cc1[N+](=O)[O-]	0.1	3.6	8	18
CCCn1nc(Oc2nc(NC(C)C)nc(N(C)C)n2)ccc1=O	-0.2	-1.0	-5	-11
COc1ccc(CN2CCCCCC2)cc1	0.0	0.3	5	2
C=CCNC(=O)c1ccc2c(c1)OCCO2	-0.1	-2.0	-4	-5
CC(C)OCCCN(CC(O)c1ccccc1)CC(O)c1ccccc1 (stereo not drawn)	-0.3	-2.6	-8	25
CCOC(=O)C1=C(C)N(c2ccc(C)cc2)C(=O)/C1=C\c1cccc(O)c1	-0.2	0.0	-6	-8
O=[N+]([O-])c1cc(Nc2nc(-c3ccccc3Cl)nc3ccccc23)cc(Oc2ccc(F)cc2)c1	0.2	-0.5	1	15

An excerpt from the list above, for reference:
SMILES	FBW7 activator	GPR151 activ	TEAD-YAP inh	MITF primary
CCc1nc(SCC(=O)O)c(C#N)c2c1CCCC2	0.0	-2.4	12	-5
CC(=O)NNC(=O)c1cc2sccc2nc1C(F)(F)F	0.0	-1.2	-8	0
CCOc1cc(C)c(S(=O)(=O)NC2CCCCC2)cc1C	0.1	-1.7	-1	-7
CCCc1[nH]nc2c1C(c1cccs1)C(C#N)=C(N)O2 (stereo not drawn)	0.0	1.2	16	10
CS(=O)(=O)N(CC(=O)N1CCN(c2ccccc2)CC1)c1ccc2c(c1)OCO2	-0.1	0.5	-9	-2

Continued.
SMILES	FBW7 activator	GPR151 activ	TEAD-YAP inh	MITF primary
C=CCn1cc(C(=O)N(C)CCCC)c(=O)c2cc(S(=O)(=O)N(CC)CC)ccc21	-0.1	-0.6	-14	7
COCCNC(=O)c1ccccc1Oc1ccccc1	0.0	0.4	0	-3
O=C(c1cccc(-c2ccccc2)c1)N1CCCC(N2CCC(CO)CC2)C1 (stereo not drawn)	0.0	1.1	6	4
O=C1NC2(CCN(C(=O)c3csc4c3CCCC4)CC2)Oc2ccccc21	0.1	0.0	8	3
CC(C)CC(NC(N)=O)c1ccccc1 (stereo not drawn)	-0.1	0.0	3	-4
COc1ccc2c(c1)C(c1cccnc1)=NNC(c1ccco1)=N2	0.1	-0.5	-28	10
O=C(Nc1ccccc1I)c1cccc([N+](=O)[O-])c1	-0.1	0.1	-9	-7
C/C(=N/NC(=O)c1ccccc1[N+](=O)[O-])c1cccs1	0.2	1.2	-1	-4
COC(=O)C(C)Oc1ccc2c(c1)oc(=O)c1ccccc12 (stereo not drawn)	-0.5	-0.5	2	0
Cc1nn(-c2cc(N3CCN(C(=O)C(C)C)CC3)ccc2[N+](=O)[O-])c(=O)c2ccccc12	-0.1	-0.9	2	-14
CN1C(=O)C(=C(C#N)C#N)c2cc(Br)ccc21	-0.7	-0.1	-1	-16
COc1cc(/C=C2/C(=N)N3C=CSC3=NC2=O)ccc1OCCCOc1cccc(C)c1C	-0.1	0.4	2	11
Cc1ccccc1-c1nsc(SCC(=O)N2CCCCC2)n1	0.0	-1.1	-33	30
Cc1noc(NS(=O)(=O)c2ccc(NC(=O)CCCOc3ccccc3)cc2)c1C	0.0	0.8	6	6
CCOc1cc(C2C(C(C)=O)=C(O)C(=O)N2CCCOC)ccc1O (stereo not drawn)	0.7	-0.6	7	15
CCOC(=O)c1c(NC(=S)N2CCOCC2)sc2c1CCCC2	0.1&0.0	-1.6&0.7	1&-4	19&7
CN(C(=O)c1ccsc1)C(Cc1ccccc1)C1CCN(C(=O)c2ccc[n+]([O-])c2)CC1 (stereo not drawn)	0.1	0.7	3	10
CC(NC(=O)Cc1ccccc1)c1ccc2c(c1)OCCO2 (stereo not drawn)	0.0	0.7	0	9
COCCCNC(=O)CSc1nc2cc3c(cc2c(=O)n1CCCCCC(=O)NCCc1ccc(OC)c(OC)c1)OCO3	0.1	2.2	3	-4
N#C/C(=C\c1cccc([N+](=O)[O-])c1)c1c(C#N)c(N)nc(N2CCCCC2)c1C#N	0.1	-0.8	2	19
CCOC(=O)CN(c1cccc(C)c1)S(=O)(=O)c1ccc([N+](=O)[O-])cc1	-0.1	0.4	5	14
CCc1cccc2sc(N3CCN(C(=O)c4ccc(C(C)=O)cc4)CC3)nc12	-0.1	-0.2	-2	-3
CN(C)C(=O)c1ccc(Cl)cc1[N+](=O)[O-]	-0.1	-0.3	-1	-3
O=S(=O)(c1cccc2nsnc12)N1CCN(C(c2ccccc2)c2ccc(Cl)cc2)CC1 (stereo not drawn)	-0.1	1.6	3	7
O=C(NC1CC1)C1CCN(c2ccc(Nc3ccc4ncccc4c3)nn2)CC1	-0.1	4.9	-7	4
The list continues.
SMILES	FBW7 activator	GPR151 activ	TEAD-YAP inh	MITF primary
O=C(CSc1nc2ccccc2c(=O)n1CCCC(=O)N1CCCC1)NCc1ccco1	0.0	1.0	5	0
O=C(NCC(c1ccco1)S(=O)(=O)c1cccs1)Oc1ccccc1 (stereo not drawn)	0.5	0.2	-1	-2
COc1ccc(NS(=O)(=O)Cc2ccccc2Cl)cn1	0.6	0.3	-3	-1
O=C(CSc1nnc(-c2ccccc2)o1)Nc1ccc2ccccc2c1	-0.3	0.3	7	-2
O=C(Nc1c2c(nn1-c1ccccc1)CSC2)c1cc2ccccc2oc1=O	-0.2	-0.5	0	-6
C=CCOc1ccc2c(=O)c(-c3ccc(OC)c(OC)c3)c(C(F)(F)F)oc2c1	-0.2	1.2	-8	12
COc1ccc(C(=O)ON2C(=O)CCC2=O)cc1	-0.1	1.2	6	13
CC1CCc2c(sc(NC(=O)CCN3C(=O)c4ccccc4C3=O)c2C#N)C1 (stereo not drawn)	0.1	1.7	-2	-6
OC1CCC(c2ccc(F)cc2)CC1 (stereo not drawn)	0.1	-0.4	2	-8
COc1cc(Nc2nc(NC3CCN(Cc4ccccc4)CC3)nc3c2ncn3-c2ccsc2)cc(OC)c1OC	-0.1	-0.2	8	5
CCOC(=O)C1=C(N)N(c2ccc(C)cc2)C2=C(C(=O)CC(C)(C)C2)C1c1cc(OC)c(OC)c(OC)c1 (stereo not drawn)	-0.1	0.5	24	11
COc1cccc(/C=N/NC(=O)c2nnn(-c3nonc3N)c2CN2CCC(C)CC2)c1	0.2	-0.6	-5	5
Cc1ccc(OCC(=O)N(Cc2ccccc2F)C2CCS(=O)(=O)C2)cc1 (stereo not drawn)	-0.1	-0.5	-1	-1
O=[N+]([O-])c1ccccc1OCCCl	0.1	2.7	5	5
CC1CCCN(C(=O)Cn2c(=O)oc3cc(S(=O)(=O)NCc4ccccc4)ccc32)C1 (stereo not drawn)	0.0	-0.7	8	-8
COc1cccc(/C(C)=N\NC(=O)c2cccs2)c1	0.0	-3.6	-49	13
O=C(c1ccc(-c2ccccc2)cc1)C1CCCN(C(=O)c2cc[n+]([O-])cc2)C1 (stereo not drawn)	0.0	4.4	-9	12
CCOC(=O)c1c[nH]c2nc(C)ccc2c1=O	0.1	-2.7	2	18
O=C(Nc1ccc(N2CCC(NCCc3ccco3)CC2)cc1)C1CCCC1	-0.1	2.2	56*	4
Cc1cc(C(=O)Nc2ccc(OCC(=O)O)cc2)ccc1[N+](=O)[O-]	1.2	-5.2	9	15
CN(Cc1ccon1)Cc1c(C(=O)N2CCCCCCC2)nc2ccc(Cl)cn12	0.0	0.2	-9	-6
Cc1nc(NCC2CC2)sc1-c1ccn(CCN(C)C)n1	0.1	0.5	4	3
COc1ccc(NC(=S)N2CCCCC2C)c(OC)c1 (stereo not drawn)	0.5	-0.2	4	23
COc1ccccc1CN(CC(=O)NCc1ccc(F)cc1)C(=O)c1csnn1	-0.1	1.3	-1	-125
O=C1C2C3C=CC(C3)C2C(=O)N1c1ccc(F)c(Cl)c1 (stereo not drawn)	0.0	-0.1	-5	5
The listing continues:
SMILES	FBW7 activator	GPR151 activ	TEAD-YAP inh	MITF primary
CS(=O)(=O)c1cccc(S(=O)(=O)N2CCC(c3nc(-c4ccncc4)no3)CC2)c1	0.0	2.3	12	8
CNC(=O)c1ccsc1NC(=O)c1sc2ccccc2c1Cl	0.0	3.7	-31	-1
O=C(Nc1ccc(Cl)cc1Cl)c1ccc(N2CCCCS2(=O)=O)cc1	0.0	2.0	-37	14
O=c1[nH]c(=O)n(-c2ccccc2)c(O)c1C=Nc1cccc(Br)c1	0.3	0.9	9	6
CCOC(=O)CCNC(=O)CCc1nnc(Cc2cccc(C)c2)o1	0.0	2.9	-3	-2
Cc1ccc(S(=O)(=O)Nc2ccc(NC(=O)CCN3C(=O)c4ccccc4C3=O)cc2)cc1	-0.1	0.1	8	1
Cc1cc(C)c2c(c1)-c1c(ssc1=S)C(C)(C)N2C(=O)Cc1ccccc1	-0.1	0.1	3	25
Cc1nc(NCCNC(=O)Nc2ccc(F)cc2F)cc(-n2ccnc2C)n1	-0.1	0.8	2	-5
CC(C)N(CCNC(=O)c1cnc(-c2ccc(C(=O)NC3CC3)cc2)s1)C(C)C	0.0	-0.7	1	1
O=C(Cc1ccc(F)cc1Cl)NCC1CCC2(CCN(Cc3ccccn3)CC2)O1 (stereo not drawn)	0.1	-0.7	4	9
COc1ccc(/C=C/C(=O)OC2CCOC2=O)cc1 (stereo not drawn)	-0.1	-2.4	2	1
N#C/C(=C\c1c(Oc2ccccc2)nc2ccccn2c1=O)C(=O)NCCc1ccccc1	0.0	0.9	-6	3
COC(=O)c1sc2nc(CN3CCC(C)CC3)[nH]c(=O)c2c1C	0.1	1.5	0	9
COc1cccc(CC2(CO)CCCN(Cc3cccc(C(C)=O)c3)C2)c1 (stereo not drawn)	0.0	-0.2	1	8
COC(=O)c1ccc2c(c1)C(=O)/C(=C/c1cc(OC)ccc1OC)O2	0.1	0.0	-6	0
CC(C)(C)c1ccc(C(=O)NNc2ncnc3sccc23)cc1	-0.1	0.4	30	2
CCOC(=O)C1=C(C)NC(=O)N(C(C)=O)C1c1ccc(OC)c(OC)c1 (stereo not drawn)	0.2	3.0	14	-7
COc1ccc(NC(=O)C23CCC(C)(C(=O)C2)C3(C)C)cc1 (stereo not drawn)	0.0	-0.2	4	0
Cc1nc2ccc(OCc3ccccc3)cc2cc1C(=O)O	0.3	-1.8	-4	28
COc1cccc(=O)c2c(C)n(-c3cccc([N+](=O)[O-])c3)c(C)c12	0.6	-0.7	0	2
COc1ccc(C2=NN(S(=O)(=O)c3ccc(C)cc3)C(c3cn(-c4ccccc4)nc3-c3ccccc3)C2)cc1OC (stereo not drawn)	-0.2	-1.3	-10	-5
COc1ccc(-c2cc(C(F)(F)F)n3nc(C(=O)Nc4ccc([N+](=O)[O-])cc4Cl)c(Cl)c3n2)cc1OC	-0.1	2.3	-3	2
CC(=O)N1CCc2cc(S(=O)(=O)NCCC(=O)NC3CCCc4ccccc43)ccc21 (stereo not drawn)	-0.2	-0.3	-4	-5

Six compounds picked at random from those above:
SMILES	FBW7 activator	GPR151 activ	TEAD-YAP inh	MITF primary
CCOC(=O)CCNC(=O)CCc1nnc(Cc2cccc(C)c2)o1	0.0	2.9	-3	-2
Cc1cc(C)c2c(c1)-c1c(ssc1=S)C(C)(C)N2C(=O)Cc1ccccc1	-0.1	0.1	3	25
COc1cccc(=O)c2c(C)n(-c3cccc([N+](=O)[O-])c3)c(C)c12	0.6	-0.7	0	2
CNC(=O)c1ccsc1NC(=O)c1sc2ccccc2c1Cl	0.0	3.7	-31	-1
COc1ccc(NC(=O)C23CCC(C)(C(=O)C2)C3(C)C)cc1 (stereo not drawn)	0.0	-0.2	4	0
CCOC(=O)C1=C(C)NC(=O)N(C(C)=O)C1c1ccc(OC)c(OC)c1 (stereo not drawn)	0.2	3.0	14	-7

Taken from above.
COc1ccc(C(=O)ON2C(=O)CCC2=O)cc1 @ TEAD-YAP inh: 6
O=C(CSc1nnc(-c2ccccc2)o1)Nc1ccc2ccccc2c1 @ MITF primary: -2
CS(=O)(=O)c1cccc(S(=O)(=O)N2CCC(c3nc(-c4ccncc4)no3)CC2)c1 @ FBW7 activator: 0.0

High-throughput results: PubChem BioAssay, The Scripps Research Institute Molecular Screening Center
